# Screening results deposited in PubChem by several laboratories.
# TROY NFkB inh: blocks TROY-dependent signaling in reporter cells; inhibition, % at 10 µM; actives 0.98% (n = 360,000); Q293 LMP1-TROYcd NF-kB luciferase reporter, 4 h;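 active = compounds whose plate-normalised and pattern-corrected inhibition of the luciferase reporter signal at the single screening dose is 50% or more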
# CF NFkB block: cystic fibrosis NF-kB activation inhibition. KKLEB NF-kB-GFP reporter, PAF-induced, GFP fluorescence overnight. inhibition, % at 5 µM. actives 0.86% (n = 360,000). AID 588850;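 active = at least 50% inhibition at 5 µM, scaled per plate between neutral and stimulator controls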;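 note: PAF is a Pseudomonas aeruginosa culture filtrate used as stimulus; plate controls were PAF-stimulated DMSO wells for no effect and unstimulated DMSO wells for full effect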
# Peg3 promoter: reduces Peg3 promoter-driven luciferase expression in HeLa; inhibition, % at 20 µM; HeLa PEG-Prom luciferase reporter, luminescence, overnight; actives 1.7% (n = 360,000);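 active = inhibition of at least 50% at 20 µM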
# HIF-2a inh: blocks HIF-2a reporter activity; actives 0.72% (n = 360,000); inhibition, % at 18.8 µM; 786-0 RCC cells HIF-2a reporter, luciferase luminescence, overnight;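 active = inhibition of the luminescence signal of 40% or more relative to plate controls, in a single-dose primary screen at 18.75 µM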
# Shn3 3UTR inh: reduces Shn3 3'UTR luciferase signal in osteoblasts; Clone20 osteoblast Shn3 3'UTR firefly luciferase, 24 h; inhibition, % at 12.5 µM; AID 588674; actives 0.52% (n = 360,000);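 active = mean inhibition of at least 75% with every replicate also reaching 75%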;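 note: 0% = median of neutral control wells and 100% = pilot-screen positive control compound; some compounds past the cut are filed as inactive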
# NR2E3 ag-1: activates human NR2E3 receptor; Q9Y5X4; CHO-S Gal4-NCOR/VP16-NR2E3 two-hybrid, luciferase; inhibition of corepressor binding, % at 3.98 µM; actives 0.35% (n = 360,000); AID 602229;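 active = inhibition above the mean of all tested compounds plus 3 SD, cut at about 70% in these data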;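 note: 0% = DMSO with NR2E3 transfected cells and 100% = cells lacking NR2E3 construct; higher means lower luciferase signal from less NR2E3 corepressor binding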
# Target sequence (Q9Y5X4 whole entry, looked up, the tested form may be a part): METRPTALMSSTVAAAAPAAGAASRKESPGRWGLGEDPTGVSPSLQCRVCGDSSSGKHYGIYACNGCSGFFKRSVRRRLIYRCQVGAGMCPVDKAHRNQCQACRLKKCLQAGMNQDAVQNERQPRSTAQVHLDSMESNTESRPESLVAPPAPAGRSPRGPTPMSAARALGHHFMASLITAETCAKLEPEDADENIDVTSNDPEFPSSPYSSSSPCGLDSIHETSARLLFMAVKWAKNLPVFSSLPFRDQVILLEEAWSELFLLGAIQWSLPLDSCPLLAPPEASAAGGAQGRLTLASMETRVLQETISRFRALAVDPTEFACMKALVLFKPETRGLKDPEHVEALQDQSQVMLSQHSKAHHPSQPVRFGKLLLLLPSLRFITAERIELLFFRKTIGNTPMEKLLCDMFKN
# TWEAK-Fn14 inh: blocks TWEAK-Fn14 interaction in a reporter cell assay; TWEAK-stimulated Fn14 reporter cells, luciferase luminescence, 8 h; inhibition, % at 10 µM; actives 2% (n = 360,000); in the data active = inhibition above about 50%
# MITF TRPM1 inh: inhibitors of MITF-driven TRPM1 promoter in melanoma cells. inhibition, % at 12.5 µM. SK-MEL-5 TRPM1 promoter luciferase, 24 h. AID 488899. actives 0.83% (n = 330,000);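 active = mean inhibition across replicates of 60% or more, whatever share of single replicates reaches that level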; note: values of inactives mirror those of a sister screen read the other way
# KKLEB tox: reduces viability of KKLEB cystic fibrosis airway cells | KKLEB CF airway cells viability, ATPlite luminescence, overnight; stronger effect = lower value; cells stimulated with P. aeruginosa culture filtrate | activity change (cytotoxicity), % at 5 µM | actives 0.36% (n = 360,000) | AID 602141;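 active = corrected activity change at or below -50% at 5 µM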
# C8 TRAIL sens: caspase-8 TRAIL sensitization. NB7+C8 cells + TRAIL, ATPlite viability luminescence. inhibition (viability loss, TRAIL sensitization), % at 10 µM. actives 1% (n = 360,000). AID 624354;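 active = compounds causing at least 50% loss of cell viability in the single-dose screen, relative to plate controls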
# NR2E3 ag-2: NR2E3 (human) agonism | Q9Y5X4 | GST-NR2E3/biotin-RetCOR TR-FRET, 1536-well | inhibition of corepressor binding, % at 4.78 µM | actives 0.12% (n = 320,000) | AID 2300;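 active = percent inhibition above the cutoff of mean plus 3 SD of all tested compounds, set per screening campaign, cut at about 20% in these data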;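 note: 0% = DMSO wells and 100% = biotin wells as full block of FRET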
#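 Assay system: NR2E3–RetCOR corepressor complex. Quantity: 1.35 nM GST-NR2E3. Buffer or medium: pH 7.5 Tris-based buffer. Reagent: biotinylated RetCOR corepressor at 7 nM final. Schedule: 5 h at 4 °C. Detection: TR-FRET, emission read at 617 and 671 nm. Replicates: one well per compound, singlicate testing.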
# The depositor's hits bear a star; nt = not tested or not shown; & = joins results of further samples. Not all compounds are listed, so the mix of outcomes need not match the whole.
SMILES,TROY NFkB inh,CF NFkB block,Peg3 promoter,HIF-2a inh,Shn3 3UTR inh,NR2E3 ag-1,TWEAK-Fn14 inh,MITF TRPM1 inh,KKLEB tox,C8 TRAIL sens,NR2E3 ag-2
Cc1ccc(-c2nnn(CC(=O)N(Cc3cccs3)C(C(=O)NC(C)(C)C)c3ccco3)n2)o1 (stereo not given),-20,-23,1,5,7,-16,5,10,19,9,-1
CCOc1cccc(CN2CCCC(C(=O)Nc3ccc(-c4ccn[nH]4)cc3)C2)c1O (stereo not given),-28,1,1,0,4,4,-12,9,-10,-4,-1
O=S(=O)(c1ccc(F)cc1)N1CCN(C(=S)NCc2ccco2)CC1,9,9,-1,18,11,11,5,8,7,-11,0
COc1ccc(/C=N/NC(=O)c2cc[n+]([O-])cc2)cc1,-11,-4,-3,9,7,12,-10,-2,19,-15,2
O=c1cc(O)nc[nH]1,8,-4,1,21,-15,-8,4,14,3,11,0
Cc1c(C#N)c(O)n(CCO)c(=O)c1N=Nc1ccccc1,-10,-12,13,0,11,-9,-6,31,16,-5,-10
Cc1ccccc1-c1nc(CN2CCC(C(=O)NCCCN3CCCC(C)C3)CC2)c(C)o1 (stereo not given),3,8,23,5,20,-11,-13,94*,-4,7,-1
Cc1noc(C)c1CS(=O)(=O)c1ccc(Br)cc1,-9,6,5,14,-9,-9,-31,-2,12,-6,0
Cc1ccccc1OC(C)C(=O)Nc1ccc(S(=O)(=O)N2CCCC2)cc1 (stereo not given),6,-6,5,9,10,-7,-8,6,16,14,2
N#Cc1ccccc1S(=O)(=O)N1CCN(C(=O)CN(Cc2ccco2)Cc2cccs2)CC1,-2,15,14,6,18,-12,5,nt,-17,-1,nt
NS(=O)(=O)c1ccc(CCNC(=O)COC(=O)/C=C/c2cc(Br)ccc2F)cc1,6,14,6,6,1,-27,-33,nt,-2,-8,nt
Cn1c2ccc(F)cc2c2nc3ccccc3nc21,-55,-106,-121,-150,-19,-27,-76,4,-11,1,0
CCOc1ccc(CCNC(=O)c2cccc(-n3cnnn3)c2)cc1OCC,14,-4,34,14,6,9,8,12,6,-18,2
O=C(O)CC12C[C@H]3C[C@@H](C1)CC(n1ncc(N4CCN(c5ccccc5)CC4)c(Cl)c1=O)(C3)C2,17,-12,-1,12,15,-10,1,3,1,2,0
COc1ccc(OC(=O)c2cn(C)nc2C(F)(F)F)cc1,-39,6,-45,-24,-22,-21,-5,-21,-2,-30,0
CCC(CCC(=O)Nc1ccn(-c2ccccc2)n1)C(=O)O (stereo not given),nt,6,-4,9,-7,-2,10,4,3,-9,2
Cc1nn(C)cc1S(=O)(=O)Nc1ccc(F)c(F)c1,-3,13,2,13,30,-13,7,8,-5,-16,2
CCc1cc(C(=O)COc2ccccc2F)c(O)cc1O,-22,13,-21,-27,7,-17,6,-1,-16,-8,0
Cc1cc(C)n2nc[n+](C)c2n1,10,8,6,6,1,-16,6,-2,6,2,-2
CC1(C(=O)Nc2ccc3c(c2)OCO3)CCN1C(=O)Cc1cc(F)ccc1F (stereo not given),2,0,-5,-5,-9,10,-8,nt,0,13,nt
CCn1c(CCNC(=O)c2cccs2)nnc1SCC(=O)NC1CCCCC1,11,7,2,4,36,-4,8,-1,6,-7,-4
O=C(COc1ccccc1-c1ccccc1)NCc1ccco1,-34,0,2,-15,-12,-10,-18,19,17,-1,-2
COc1ccc(-c2csc(=NCCO)n2-c2ccccc2)cc1,-10,2,-146,-190,13,-18,14,-16,-4,-3,nt
CCCCN(C)Cc1cc(=O)oc2ccc3ccccc3c12,-9,12,21,3,6,-4,-6,20,-5,12,-3
Cc1ccc(SCC2(O)CCN(S(=O)(=O)c3ccc(Cl)cc3)CC2)cc1,15,2,20,18,-41,21,30,3,7,8,1
CCCCC(CC)C(=O)Nc1ccc(S(=O)(=O)N2CCCC2)cc1 (stereo not given),14,-8,4,26,7,14,1,8,-4,-9,3
COc1ccccc1C(C(=O)NCc1ccc(F)cc1)N(C(=O)c1csnn1)C1CC1 (stereo not given),-4,6,30,11,7,-3,26,26,7,6,0
COc1ccc(OCC(=O)OCC(=O)Nc2ccc3[nH]c(=O)[nH]c3c2)cc1,3,-16,-2,9,-3,-17,10,2,-1,3,0
CC1CCc2nc3ccc(S(=O)(=O)N4CCC(C(=O)N5CCCCCC5)CC4)cc3c(C(=O)O)c2C1 (stereo not given),8,-9,-12,19,3,-23,-3,9,10,-3,0
CCSc1nc2ccccc2n1Cc1nc(N)nc(N(C)C)n1,-5,3,4,13,14,5,5,-2,-23,-2,-1
CCCC(=O)Nc1cc2c(cc1C(=O)c1ccccc1)OCCO2,-7,14,18,12,-9,-20,0,13,-6,-10,-1
O=C(Nc1ccccc1C(=O)OCC(=O)c1c[nH]c2ccccc12)c1ccco1,-42,14,-30,-90,-6,-65,21,5,-7,8,1
CS(=O)(=O)Cc1nc2ccccc2oc1=O,-30,-4,-16,3,-7,1,-5,11,9,-8,0
Cc1ccc(N2CCCC2=O)cc1S(=O)(=O)N1CCOCC1,8,-8,19,10,-13,-4,0,13,8,-3,4
CC1(C)CC(N2CCN(c3ccccc3)CC2)=CC(=[N+]2CCCC2)C1,22,12,12,1,86*,1,34,57,-10,9,6
COc1cc(CC(=O)OCC(=O)Nc2ccc(N(C)C)cc2)cc(OC)c1OC,6,-4,-12,-3,-4,-1,-25,4,6,5,nt

# Gathered by group, the compounds so far containing bromine (two)
SMILES,TROY NFkB inh,CF NFkB block,Peg3 promoter,HIF-2a inh,Shn3 3UTR inh,NR2E3 ag-1,TWEAK-Fn14 inh,MITF TRPM1 inh,KKLEB tox,C8 TRAIL sens,NR2E3 ag-2
Cc1noc(C)c1CS(=O)(=O)c1ccc(Br)cc1,-9,6,5,14,-9,-9,-31,-2,12,-6,0
NS(=O)(=O)c1ccc(CCNC(=O)COC(=O)/C=C/c2cc(Br)ccc2F)cc1,6,14,6,6,1,-27,-33,nt,-2,-8,nt

# Later entries.
SMILES,TROY NFkB inh,CF NFkB block,Peg3 promoter,HIF-2a inh,Shn3 3UTR inh,NR2E3 ag-1,TWEAK-Fn14 inh,MITF TRPM1 inh,KKLEB tox,C8 TRAIL sens,NR2E3 ag-2
COc1cccc(CN2CCN(C(=O)c3ccc(-c4ccccc4)cc3)CC2)c1,17,19,22,15,18,-17,8,-13,0,7,0
COC(=O)C1(C)NC(c2ccccc2OC)C2C(=O)N(c3ccccc3)C(=O)C21 (stereo not given),23,14,4,13,-3,17,7,5,8,-4,1
CSc1ccc(CN(C)CC(=O)NCCc2ccccc2)cc1,-8,-18,-1,2,1,-31,48,9,6,2,3
CN(C)CCNc1nc(-c2ccccc2F)c2sccc2n1,1,12,-1,-1,-9,-16,21,nt,-10,-6,nt
Cc1cc(C)nc(SCc2nnc(SCC(=O)N3CCCc4ccccc43)n2C)n1,-14,16,16,18,5,-16,1,-1,4,12,5
COc1ccc(N2C(=O)CC(Sc3nnc(-c4ccccc4F)n3C)C2=O)cc1 (stereo not given),5,6,9,8,1,-3,12,3,7,-5,4
CCOc1ccc(CN(C)C(=O)c2cccc(S(=O)(=O)N3CCCC3)c2)cc1OC,7,-2,3,5,9,-1,-1,8,0,-4,2
CC1(c2nnnn2-c2ccc3c(c2)OCCO3)CCC(=O)N1CCc1ccccc1F (stereo not given),37,nt,nt,13,nt,5,68*,nt,nt,-12,nt
O=C(CCC1CCN(C(=O)c2cc(C(F)(F)F)ccc2Cl)CC1)NC1CC1,-10,-10,1,5,5,0,11,-24,2,6,-2
CCCCn1c(C)csc1=Nc1cccnc1,9,2,3,13,-8,26,-9,6,-11,5,-5
Cc1ccc(C2C(C#N)=C(N)Oc3n[nH]c(-c4cccs4)c32)cc1 (stereo not given),-2,2,14,33,-7,-6,-11,8,-6,9,-2
COc1ccc2oc(=O)cc(CN3CCOCC3)c2c1,10,18,14,15,17,1,-1,3,-2,-4,0
CC(=O)Oc1ccc(C(=O)[C@H]2[C@H]3C(=O)N(c4ccc5ccccc5c4)C(=O)[C@H]3[C@@H]3C=CC=NN32)cc1,-45,2,-74,-87,-27,-111,-6,-3,8,-5,-1
O=C(Nc1cc(S(=O)(=O)N2CCCCC2)ccc1N1CCOCC1)c1ccc(C(F)(F)F)cc1,-7,-25,19,1,10,7,-7,3,11,9,1
O=C1CCCN2N=C(SCC(=O)Nc3nc4ccccc4s3)SC2=N1,-7,12,-28,-12,-19,-2,1,-7,-14,11,1
O=C1C(NS(=O)(=O)c2ccc(Br)cc2)=C(N2CCCCC2)C(=O)c2ccccc21,13,44,-8,-12,7,-17,34,9,-5,12,-2
CCOC(=O)Cn1cnc2sc(C(=O)OC)c(C)c2c1=O,-25,9,-3,-21,11,-4,-2,-6,-16,-4,2
CCOc1cc(NC(=O)C2CC2)c(OCC)cc1NC(=O)c1cc(OC)c(OC)c(OC)c1,-5,-4,11,7,-2,-29,-18,0,-11,-2,1
Cc1cc(C(=O)NCCC2=CCCCC2)no1,-37,-11,-133,-160,-18,-71,-12,-36,2,-8,-2
COC(=O)C1=C(C)NC(C)=C(C(=O)OC)C1C(=O)OC(C)C(=O)c1ccccc1 (stereo not given),-1&-10,-8&-3,19&23,8&10,4&13,26&6,-17&3,2,4&-13,20&-4,0&0
O=C(COc1ccc(S(=O)(=O)N2CCOCC2)cc1)Nc1ccccc1Cl,-2,2,0,9,-3,13,-21,-18,7,-5,1
CC(C)C[C@@H]1Cc2[nH]c(=S)[nH]c(=O)c2[C@H](C)O1,-1,nt,nt,5,nt,-1,1,nt,nt,-10,nt
Cn1c(-c2cccc([N+](=O)[O-])c2)cnc1NCc1cccc(F)c1,14,6,17,3,33,-6,3,-4,5,-6,1
Cc1ccc(F)cc1C(=O)N1CCCCC1c1cc(C(=O)Nc2cccc(C#N)c2)no1 (stereo not given),7,-18,22,6,2,10,10,nt,10,13,nt
Fc1ccc(OCCOCCNCC2CCCO2)cc1 (stereo not given),0,15,4,19,-2,8,-25,-1,2,-21,0
CCC(=O)Nc1ccc2c(c1)nc(CCN1CCN(c3ccccn3)CC1)n2C,1,-1,2,15,12,-17,-3,-5,5,-6,nt
CCOc1c2ccc(C(=O)NCc3ccc(C)cc3)cc2nn1CCOC,3,-12,-4,-14,6,7,-4,-6,4,0,4
CCOc1ccc(CNC(=O)CCn2c(=O)oc3ccccc32)cc1,-1,4,2,26,0,9,-3,3,0,2,1
Cc1cc(C)cc(OCC(=O)N(C)CC(=O)Nc2ccc(Cl)c(C(F)(F)F)c2)c1,38,6,34,-8,-4,-4,-1,18,-12,-7,5
CC(C)(C)c1ccc(C(CC(=O)O)NC(=O)Cc2ccc(Cl)cc2)cc1 (stereo not given),14,-3,0,25,-11,-1,10,-11,-1,-4,1
CCN(CC(=O)NCc1cccs1)C(=O)c1cccc(Cl)c1,-3,12,3,8,-6,-7,8,-4,1,-10,nt
Cc1cc(C)nc(SCC(=O)N/N=C/c2cccs2)n1,-18,1,-20,-54,-8,-16,-20,-22,7,-3,-2
